Screening data (PubChem)
Ins promoter up: MIN6 insulin promoter up-regulation; MIN6 insulin promoter-GFP reporter, high-content imaging; active compounds read high; z-score at 5 µM; hit rate 0.3% among 190,000; AID 1625;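 active = z-score above 3 at 5 µM with at least 500 cells counted in the well; inconclusive = wells under 500 cells, flagged as cytotoxic or low count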
WT yeast gro inh: growth inhibition of WT yeast, mitochondrial fusion screen; hit rate 2.1% among 190,000; mitochondrial fusion phenotypic screen, WT strain; inhibition, % at 10 µM; in the data active = inhibition above about 58%; tested in S. cerevisiae
Autophagy HCS: modulators of autophagy | hit rate 0.98% among 190,000 | calls only at 10 µM (by protocol) | AID 463193 | MEF GFP-LC3 puncta imaging; test concentration mostly 10 µM;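 active = percentage of spot-positive cells more than 3 SD above its plate mean, without a fluorescence outlier flag or 80% toxicity; inconclusive = no clear call, values can overlap the other calls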;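 also: spot-positive cell cutoff set from DMSO-treated cells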
T cell modulator: modulates CD8 T cell binding to vesicles; hit rate 0.068% among 330,000; 2C CD8+ T cell-vesicle binding, flow cytometry; active compounds read low; calls only at 7 µM;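 active = response, share of CD8 T cells binding vesicles, and their 90th percentile fluorescence all below set limits, cut at about 80% in these data, passing the limit was not always enough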
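material = purified 2C TCR transgenic mouse naive CD8+ T cells | controls = Unloaded micro-vesicles (low), QL9 vesicles with 0.7% DMSO (high) | detection = cytometric PE anti-B7-1 and Alexa647 anti-CD8 signals after 1% paraformaldehyde fixation | incubation = binding step 1.5 h, 37 °C, antibody labelling 20 min, ice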
MT stabilizer: stabilizes microtubules in HeLa cells; HeLa tubulin immunostaining HCS, 24 h; share of cells brighter than vehicle mean+2SD; hit rate 0.83% among 200,000; % tubulin-high responders, % at 10 µM;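 active = plate Z-score above 3 for both tubulin-high and condensed-nucleus cell shares, with cell loss under 80%, at 10 µM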;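 also: anti alpha tubulin signal scored within the nucleus-defined area of each cell; some results filed as inactive read as strong as hits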
Lipid droplet: hepatic lipid droplet formation modulation. inhibition, % at 6.5 µM. AML12 mouse hepatocytes, oleate lipid droplets, BODIPY imaging. AID 1656. hit rate 0.4% among 240,000;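 active = lipid droplet intensity inhibited by at least 50%, with more than 500 cells counted; inconclusive = wells with under 300 cells, treated as cytotoxic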
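Assay system: AML12 mouse liver cells | Compound dosing: One dose, 6.5 µM compound | Read-out basis: Droplet intensity reduction, % inhibition | Measured by: Fluorescence imaging, 20x objective, two fields per well | Schedule: Overnight treatment with compound plus oleate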
bCat nuc transl: modulators of beta-catenin nuclear translocation; hit rate 0.3% among 190,000; nuclear translocation activity, % at 5 µM; AID 1665; HeLa beta-catenin nuclear translocation, immunofluorescence imaging;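 active = nuclear translocation activity above 50% at 5 µM, with a well cell count of 50 or more; inconclusive = wells under 50 cells across six images, flagged as toxic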;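 also: per-cell ratio of nuclear to cytoplasmic median beta-catenin stain intensity; plate controls were DMSO negative control for no effect and GSK-3 inhibitor IX positive control for full effect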
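Signal – beta-catenin immunofluorescence imaging with DAPI · Test system – human HeLa cell line · Dosing – 5 µM primary single dose, 0.1% DMSO, 0.02–20 µM confirmation series · Measure – % activation, nuclear-to-cytoplasmic median beta-catenin signal ratio per cell · Incubation – 24 h compound exposure at 37°C, 5% CO2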
Myeloid diff MLP: compounds promoting myeloid differentiation | calls only at 10 µM | hit rate 1% among 360,000 | ER-HoxA9 myeloid progenitors, lysozyme-GFP differentiation, flow cytometry;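 active = normalized GFP-positive differentiation at or above the plate's own cutoff, the solvent-only control mean plus 3 SD; inconclusive = no clear call, values can overlap the other calls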;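 also: cells exposed to compound for four days before flow analysis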
West Nile antiviral: inhibition of WNV-induced cytopathic effect – cell-based, CPE readout (AID 1621); West Nile virus-infected cells, CPE inhibition; higher % means a stronger effect; CPE inhibition, % at 10 µM; hits with a dose series show IC50 in µM; hit rate 0.02% among 290,000; in the data active = a potency from the dose series; inconclusive = CPE inhibition mostly from about 3.7% at the one dose, without a potency; inactive = the rest, 99 in 100 with CPE inhibition below about 2.2%; also: strong numbers were not always called active
WT yeast gro inh mutant strain: recorded beside WT yeast gro inh, whose call it bears; inhibition, %; mitochondrial fusion phenotypic screen, mutant strain inhibition
Ins promoter up cell count: second read-out of Ins promoter up, no call of its own (marks repeat the call); cell count; measured here: cytotoxicity, nuclei count;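 total cells summed across four imaged fields per well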
Lipid droplet cells 6.5 µM: further read-out of Lipid droplet, marked with its call; cell count; measured here: cell count, cytotoxicity flag;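 cells counted across two imaged fields per well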
bCat nuc transl cell count 5 µM: also measured in bCat nuc transl; calls as there; cell count; measured here: cell count, cytotoxicity flag
T cell modulator vesicle-bound %: recorded beside T cell modulator, whose call it bears; double positive events, %; measured here: CD8+ vesicle-bound cell fraction;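 binding gate set so that unloaded-vesicle control wells show 10% double positive cells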
MT stabilizer Hoechst-high %: further read-out of MT stabilizer, marked with its call; % Hoechst-high responders; measured here: nuclear condensation Hoechst responders;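 share of cells brighter than vehicle mean plus two SD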
MT stabilizer cytotoxicity %: recorded beside MT stabilizer, whose call it bears; toxicity, %; measured here: cytotoxicity by cell density;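 0% = mean cell density of plate MIN control wells and 100% = no cells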
Autophagy HCS cell loss 18 h: further read-out of Autophagy HCS, marked with its call; toxicity, %; measured here: cell loss, nuclei count;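 cell loss after 18 h compound exposure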
Myeloid diff MLP GFP+ MAC1+ %: second read-out of Myeloid diff MLP, no call of its own (marks repeat the call); GFP+ MAC1+ double positive, %; measured here: differentiation confirmed by MAC1 staining
* hit, by the source's call; i = inactive; u = inconclusive; x = no result given; + = active, no number. Random draw from the library, and some 3.9% of all compounds hit somewhere here.

SMILES	Ins promoter up	Ins promoter up cell count	WT yeast gro inh	WT yeast gro inh mutant strain	Autophagy HCS	Autophagy HCS cell loss 18 h	T cell modulator	T cell modulator vesicle-bound %	MT stabilizer	MT stabilizer Hoechst-high %	MT stabilizer cytotoxicity %	Lipid droplet	Lipid droplet cells 6.5 µM	bCat nuc transl	bCat nuc transl cell count 5 µM	Myeloid diff MLP	Myeloid diff MLP GFP+ MAC1+ %	West Nile antiviral
Cc1cc(Cl)ccc1C(=O)C1CCCN(C(=O)c2cnsn2)C1 (stereo unspecified)	-1.07	1407	22.4	25.9	i	6.8	i	47.0	1.8	2.4	4.9	-8.9	684	1.0	1015	i	0.2	0.4%
O=C(CN1C(=O)NC2(CCCCC2)C1=O)N1CCN(S(=O)(=O)c2ccccc2)CC1	-0.43	1204	-8.2	16.4	i	-0.6	i	33.7	3.7	1.8	6.8	-9.5	665	-3.3	1105	i	0.8	-0.1%
CCOCCOC(=O)C1=C(C)N(C)C(=O)NC1c1ccccc1Cl (stereo unspecified)	x	x	10.2	3.8	i	11.4	i	19.8	3.2	2.2	10.3	x	x	0.0	900	i	0.9	-0.2%
O=C(Nc1ccc(Cl)cc1)/C(=C1\CCCN1)[N+](=O)[O-]	0.56	1403	x	x	x	x	i	59.5	x	x	x	-1.4	680	-0.5	1199	i	0.1	-0.3%
CCC1CCCN1Cn1cnc2c([nH]c3ccc(OC)cc32)c1=O (stereo unspecified)	-0.04	1644	-6.3	-6.5	i	4.6	i	57.1	2.5	1.2	4.7	-1.6	697	2.8	889	i	0.4	0.0%
Clc1ccc(-c2nnc3n2CCCS3)cc1	0.51	1579	-11.0	-6.9	i	-20.9	i	4.4	3.2	2.2	3.5	x	x	-4.9	899	i	0.4	-0.4%
COc1ccc(C(=O)Nc2ccncc2)c(OC)c1	-0.42	1365	-2.6	-10.6	i	1.7	i	54.9	3.6	1.1	11.0	9.0	644	-0.7	881	i	0.2	-0.5%
COc1ccccc1C/C(N)=N/OC(=O)c1cccc([N+](=O)[O-])c1	0.08	1401	-12.1	-9.2	i	-29.6	i	46.8	2.4	2.0	9.2	8.0	600	-1.0	1034	i	0.6	-0.4%
CCC1(CC)C(=O)NN(c2ccccc2)C1=O	-0.16	1275	-7.1	7.6	i	-4.5	i	46.3	2.4	2.3	6.2	17.0	756	-6.6	595	i	1.1	0.0%
CCOC(=O)CSc1nc(C(C)C)nc2ccccc12	0.57	1856	-0.6	8.9	i	-5.1	i	37.7	4.4	1.0	3.5	3.2	663	-3.2	1088	i	0.8	-0.5%
COC(=O)CCC/C=C1/SCC(NC(=O)c2ccccc2)C1NC(C)=O (stereo unspecified)	-0.51	1335	-16.9	-12.9	i	6.8	i	49.7	3.2	2.4	12.0	-14.7	626	0.1	1442	i	0.1	-0.2%
COc1ccc(C(=O)OCC(=O)Nc2ccc(OC(F)F)cc2)c(OC)c1	0.51	879	-27.2	-15.7	i	-9.9	i	29.3	2.0	1.0	7.4	43.2	771	-0.1	987	i	2.4	0.4%
COc1cc(/C=C(\NC(C)=O)C(=O)O)cc(OC)c1OC	0.08	1422	x	x	x	x	i	58.1	x	x	x	-5.1	755	-0.3	1166	i	0.0	-0.3%
CC(C)C[C@H]1CN=C(Nc2ccccc2)N1CCC1CCCCC1	x	x	x	x	x	x	i	24.2	x	x	x	-2.4	793	x	x	i	3.2	-1.7%
C=CCNc1nc2c(c(=O)[nH]c(=O)n2C)n1CCCCC	0.77	1421	-6.0	9.0	i	26.3	i	14.1	4.1	2.3	6.1	16.1	784	x	x	i	0.6	0.3%
COc1ccccc1CCC(=O)Oc1ccc(C#N)cc1OC	x	x	x	x	x	x	i	16.5	x	x	x	-4.5	689	x	x	i	0.0	-0.3%
COC(=O)CN(C#N)c1nc(NCc2ccccc2)nc(OC)n1	x	x	x	x	x	x	i	43.0	x	x	x	-9.5	754	x	x	i	0.8	-0.8%
Cc1c(Cl)cccc1NC(=O)C(=O)NNS(=O)(=O)c1ccc(F)cc1	x	x	x	x	x	x	i	63.3	x	x	x	6.9	867	x	x	i	1.3	-0.4%
Cc1ccc(NC(=O)c2ccc3c(c2)OCCO3)cc1S(=O)(=O)Nc1cccc(Cl)c1	x	x	46.8	19.1	i	15.0	i	52.4	5.1	1.3	15.7	-7.6	653	2.4	1056	i	0.3	2.2%
Cc1ccc(OCC(=O)NNC(=O)c2cc3ccccc3o2)cc1	x	x	-4.6	-4.1	i	3.5	i	50.7	1.1	1.3	6.5	x	x	x	x	i	1.4	0.4%
O=C(c1cc(C(=O)NCCc2ccccc2)c(=O)n(CCc2ccccc2)c1)c1cc(Cl)ccc1O	-0.4	1275	6.4	4.4	i	7.0	i	3.4	5.7	0.8	8.9	-38.7	576	1.7	915	i	0.3	-0.9%
O=C(CCl)NN1C(=O)NC(c2ccccc2)(c2ccccc2)C1=O	x	x	x	x	x	x	i	26.4	x	x	x	13.2	801	x	x	u	x	1.1%
O=C(Cc1nnc(NC(=O)c2ccccc2)s1)N/N=C/c1ccco1	0.12	1268	-30.3	-11.8	i	-11.9	+	x	2.1	2.3	0.0	-7.7	617	x	x	i	0.4	-0.7%
CC1(C)CC2CC(C)(CN2C(=O)c2cccs2)C1 (stereo unspecified)	1.03	1273	-4.2	-4.6	i	-1.5	i	42.8	4.2	2.2	6.9	-7.9	791	-0.5	1142	i	0.3	-1.0%
CCCCCCCCCCC(=O)Nc1cccnc1	-0.11	1436	20.9	8.3	i	-3.3	i	62.7	3.3	1.3	7.4	-6.2	709	-0.7	1024	x	x	-0.1%
SMILES	Ins promoter up	Ins promoter up cell count	WT yeast gro inh	WT yeast gro inh mutant strain	Autophagy HCS	Autophagy HCS cell loss 18 h	T cell modulator	T cell modulator vesicle-bound %	MT stabilizer	MT stabilizer Hoechst-high %	MT stabilizer cytotoxicity %	Lipid droplet	Lipid droplet cells 6.5 µM	bCat nuc transl	bCat nuc transl cell count 5 µM	Myeloid diff MLP	Myeloid diff MLP GFP+ MAC1+ %	West Nile antiviral
Nc1nonc1C(=O)OCC(=O)N1CCOCC1	0.48	1266	0.3	6.4	i	20.6	i	36.3	4.3	2.1	9.9	x	x	-1.6	1117	i	0.7	0.8%
Cc1cc(NC(=O)CCC(=O)N(c2ccc(C)c(F)c2)C(C(=O)NC2CCCC2)c2ccco2)no1 (stereo unspecified)	x	x	x	x	x	x	i	42.7	x	x	x	-9.3	744	x	x	i	1.9	-1.2%
COc1ccccc1/C=C/C=NC1C(=O)N(c2ccccc2)[N+](C)=C1C (stereo unspecified)	0.06	1102	x	x	x	x	i	15.5	x	x	x	13.6	705	1.6	1276	i	0.8	0.7%
COc1cc(/C=C2\C(=O)NN(c3ccccc3)C2=O)cc([N+](=O)[O-])c1O	0.83	1295	-5.1	8.9	i	7.2	i	47.2	4.0	1.2	7.8	-3.1	752	-0.9	1086	i	0.7	0.2%
CC1(C)CC(=O)C2=C(C1)OC(N)=C(C#N)C2C1CC=CCC1 (stereo unspecified)	0.31	1144	1.4	-5.0	i	-0.5	i	49.0	5.0	3.1	8.8	0.1	708	-2.0	1223	i	2.7	-0.3%
CC(C)=CCSc1nnc(CCNC(=O)OC(C)(C)C)o1	0.95	1202	-2.0	15.5	i	-3.1	i	34.9	1.9	1.1	4.5	-2.1	718	x	x	i	0.5	-0.6%
CCSC1=N/C(=C\c2ccc(-c3ccccc3[N+](=O)[O-])o2)C(=O)S1	1.08	1256	-7.2	-18.9	i	31.2	i	47.2	2.0	1.8	6.9	x	x	-0.2	1239	i	0.6	0.3%
O=C(NC(=S)N1CCCC1)c1ccc(Cl)cc1	x	x	x	x	x	x	i	60.4	x	x	x	-21.2	683	x	x	i	0.9	1.1%
COc1ccc(/C=C2/SC(=S)N(CCC(=O)N3CCN(C)CC3)C2=O)cc1	x	x	x	x	x	x	i	30.7	x	x	x	2.2	798	x	x	i	0.8	11.6%
CC(=O)N1CCC(C(=O)N2CCN(S(=O)(=O)c3ccc(F)cc3)CC2)CC1	x	x	x	x	x	x	i	61.0	x	x	x	4.7	720	x	x	i	2.8	-0.3%
Cn1cnnc1SCC(=O)Nc1ccc(S(=O)(=O)N2CCCC2)cc1	-0.26	849	11.2	13.7	i	-3.4	i	48.0	2.5	1.2	9.1	-1.7	797	-3.2	1196	i	7.1	-0.3%
CCCCNC(=O)C(=O)Nc1cc2c3c(c1)CCC(=O)N3CCC2	x	x	x	x	x	x	i	47.8	x	x	x	11.8	686	x	x	i	2.6	0.8%
C=CCn1c(SCC(=O)Nc2cccnc2Cl)nnc1-c1ccc(C(C)(C)C)cc1	-1.67	789	22.4	4.6	i	11.0	i	38.5	4.5	1.9	8.3	-6.7	508	-1.2	1185	i	0.1	-0.6%
Cc1nn(CC(=O)NCCN2CCOCC2)c(=O)c2ccccc12	-0.31	1578	-4.3	13.0	i	20.9	i	51.6	4.0	2.6	8.0	x	x	-3.6	921	i	1.5	0.6%
OCC[C@@H]1C[C@@H](O)[C@H](O)[C@]2(OCc3ccccc32)O1	x	x	x	x	x	x	i	26.7	x	x	x	14.4	828	x	x	i	1.1	-0.4%
COc1ccccc1NC(=O)C/C(N)=N/O	0.98	855	-7.5	-7.8	i	-9.4	i	38.4	4.6	2.0	4.0	-21.2	848	-1.7	1121	i	0.2	-0.1%
O=c1c2ccccc2nnn1CSc1nnc(C2COc3ccccc3O2)n1-c1ccccc1 (stereo unspecified)	0.09	1216	27.4	15.1	i	-1.8	i	54.6	3.2	1.8	19.1	x	x	-7.4	908	i	0.6	-0.8%
